Screening data deposited in PubChem BioAssay by several laboratories.
TMEM16A act = TMEM16A chloride channel activators or potentiators, primary screen, cell-based, HTS | Anoctamin-1 (Mus musculus), Q8BHY3 | HEK293 TMEM16A/YFP-H148Q/I152L, iodide quench fluorescence; stronger effect = lower value | B-score at 10 µM | hit rate 0.3% among 340,000 | AID 623877, 2012;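 active means fluorescence-ratio B-score plate-corrected deviation score at least 3 library SD below zero, with starting fluorescence score within 5 deviations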;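 further: channel opened by trigger with iodide after compound preincubation; score built on the fluorescence ratio of max minus min over baseline; more negative score means more quench and so TMEM16A activation or potentiation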
TRPC6 act = mouse TRPC6 channel activators, primary screen, cell-based, HEK293, membrane potential dye; AID 2550, 2010; hit rate 0.13% among 310,000; B-score at 10 µM; HEK293-TRPC6 membrane potential dye fluorescence; stronger effect = higher value;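 active means B-score of the integrated fluorescence ratio above library mean plus 3 SD, and starting fluorescence ratio within library mean plus 5 SD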;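 further: higher score means more depolarization so channel activation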
MrgX1 allo act = positive allosteric modulators of MrgX1, primary screen, HEK293 cells, Fluo-4 calcium flux | Mas-related G-protein coupled receptor member X1 (Homo sapiens), Q96LB2 | FDSS; stronger effect = higher value | B-score at 10 µM | hit rate 0.63% among 310,000;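 active means plate-corrected calcium response at least 3 library SD above typical, normal starting fluorescence, not activating the receptor alone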;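 further: compound read alongside a low EC10 to EC30 dose of BAM8-22 agonist; peak minus trough fluorescence over baseline measured at the second addition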
Target sequence (Q96LB2 whole entry, looked up): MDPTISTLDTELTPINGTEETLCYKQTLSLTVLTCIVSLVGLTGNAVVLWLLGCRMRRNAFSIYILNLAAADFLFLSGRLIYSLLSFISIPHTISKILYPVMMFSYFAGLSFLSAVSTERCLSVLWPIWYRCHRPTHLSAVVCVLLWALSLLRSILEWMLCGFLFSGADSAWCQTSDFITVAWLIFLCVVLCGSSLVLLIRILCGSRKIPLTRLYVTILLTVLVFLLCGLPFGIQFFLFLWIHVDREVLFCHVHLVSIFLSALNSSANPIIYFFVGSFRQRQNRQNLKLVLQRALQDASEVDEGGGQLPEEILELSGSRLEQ
HDAC3 inh = HDAC3 deacetylase inhibitors, primary screen, biochemical, fluorescence, cell-free homogeneous | Histone deacetylase 3 (Homo sapiens), O15379 | recombinant HDAC3, fluorogenic peptide/trypsin coupled | inhibition, % at 8.3 µM | hit rate 0.15% among 320,000 | AID 2718, 2010; in the data active means inhibition above about 26%, passing the limit was not always enough
Target sequence (O15379 whole entry, looked up): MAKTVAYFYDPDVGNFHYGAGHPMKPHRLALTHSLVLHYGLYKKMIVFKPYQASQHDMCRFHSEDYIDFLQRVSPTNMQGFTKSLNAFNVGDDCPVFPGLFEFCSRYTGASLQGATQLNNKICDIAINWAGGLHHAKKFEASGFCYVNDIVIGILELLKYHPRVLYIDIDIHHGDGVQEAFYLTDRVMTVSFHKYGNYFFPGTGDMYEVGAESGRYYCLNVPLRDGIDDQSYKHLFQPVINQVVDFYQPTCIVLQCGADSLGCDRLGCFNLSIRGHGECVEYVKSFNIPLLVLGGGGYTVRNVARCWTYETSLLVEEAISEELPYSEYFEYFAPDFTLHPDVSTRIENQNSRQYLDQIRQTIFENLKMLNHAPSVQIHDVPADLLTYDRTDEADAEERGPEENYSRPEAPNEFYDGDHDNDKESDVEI
SKKanGAS inh = S. pyogenes SKKanGAS growth inhibitors in kanamycin, primary screen, streptokinase expression inhibitor project, SKKanGAS strain, BacTiter-Glo luminescence; hit rate 1.3% among 300,000; 6 h; AID 1662, 2009; inhibition, % at 7.5 µM;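 active means mean replicate score, as percent of positive control median, at least 50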;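 further: strain carries kanamycin resistance gene driven by streptokinase promoter and grows in 40 µg/ml kanamycin; loss of luminescence reflects streptokinase promoter inhibition or plain growth inhibition; 0% = median of DMSO wells and 100% = positive control at its reference dose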
MrgX1 ag = agonists of human MrgX1 receptor, primary screen, HEK293 cells, Fluo-4 calcium flux; B-score at 10 µM; hit rate 0.44% among 310,000; Mas-related G-protein coupled receptor member X1 (Homo sapiens), Q96LB2; Fluo-4 calcium fluorescence, agonist mode; stronger effect = higher value; AID 588627, 2011;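 active means calcium response B-score plate-corrected fluorescence ratio at least 3 library SD, with starting fluorescence B-score inside 5 SD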
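Material: MrgX1-expressing HEK293 cells / Dosing: compound as first of three additions / Incubation: overnight seeding, then 1 h dark dye loading / Signal: Fluo-4 NW calcium fluorescence / Evaluation: B-scored fluorescence response ratio / Benchmarks: positive and negative control wells on each plate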
ANO1 block = TMEM16A chloride channel inhibitors, primary screen, cell-based, HTS. Anoctamin-1 (Mus musculus), Q8BHY3. HEK293 TMEM16A/YFP iodide influx fluorescence, ionomycin. normalized B-score (activity score, 25-100; higher = stronger inhibition) at 10 µM. hit rate 1.2% among 310,000. AID 588511, 2011;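 active means ratio plate-corrected score three or more library SD toward inhibition, starting fluorescence score within five deviations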;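 further: score derived from kinetic fluorescence span divided by baseline fluorescence per well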
RGS4 pot = RGS4 potentiators or activators, primary screen, cell-based, HEK293 M3R inducible RGS4, calcium flux | carbachol calcium flux Fluo4; stronger effect = lower value | B-score at 10 µM | hit rate 0.92% among 310,000;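 active means B-score of the integrated calcium signal more than 4 SD below the library mean, with starting fluorescence not abnormally high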;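 further: negative B-score means reduced calcium response which marks RGS4 activation or potentiation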
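test system = HEK293 cells with stable M3R and inducible RGS4 | schedule = recording 10 s baseline at 1 Hz, 100 s post-agonist | technique = Fluo4-AM (2 µM) calcium-flux fluorescence, kinetic read | measure = Agonist-evoked peak-minus-minimum fluorescence over baseline, integrated ratio, B score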
MrgX1 antag = antagonists of human MrgX1 receptor, primary screen, HEK293 cells, Fluo-4 calcium flux; Mas-related G-protein coupled receptor member X1 (Homo sapiens), Q96LB2; BAM8-22 antagonism; stronger effect = lower value; B-score at 10 µM; hit rate 1.3% among 310,000; AID 588676, 2011;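 active means calcium-response B-score plate-corrected more than 3 library SD below zero, starting fluorescence within 5 deviations, no agonist response on first addition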;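 further: peak minus trough fluorescence over baseline after final BAM8-22 challenge near maximal dose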
TRPC6 inh = mouse TRPC6 channel inhibitors, primary screen, cell-based, HEK293, membrane potential dye; Short transient receptor potential channel 6 (Mus musculus), Q61143; ACh-evoked depolarization; stronger effect = lower value; B-score at 10 µM; hit rate 1.1% among 310,000; AID 2553, 2010;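 active means B-score under library mean minus 3 SD, initial fluorescence not abnormally high, positive integrated signal ratio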;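 further: B-score derived from integrated fluorescence ratio over the kinetic read; more negative B-score means stronger inhibition of depolarization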
RGS4 inh = RGS4 inhibitors, primary screen, cell-based, HEK293 M3R inducible RGS4, calcium flux; Regulator of G-protein signaling 4 (Homo sapiens), P49798; Fluo-4 calcium flux; stronger effect = higher value; triggered by carbachol at its EC20; B-score at 10 µM; hit rate 0.45% among 310,000; AID 463165, 2010;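 active means B-score, a plate-corrected calcium signal, over three deviations above library mean, with baseline fluorescence within five deviations of library mean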;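 further: RGS4 expression induced by doxycycline in cells with stable M3 receptor; B-score is computed from the integrated fluorescence ratio over baseline after carbachol; higher B-score means a larger calcium signal and so more RGS4 inhibition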
Target sequence (P49798 whole entry, looked up): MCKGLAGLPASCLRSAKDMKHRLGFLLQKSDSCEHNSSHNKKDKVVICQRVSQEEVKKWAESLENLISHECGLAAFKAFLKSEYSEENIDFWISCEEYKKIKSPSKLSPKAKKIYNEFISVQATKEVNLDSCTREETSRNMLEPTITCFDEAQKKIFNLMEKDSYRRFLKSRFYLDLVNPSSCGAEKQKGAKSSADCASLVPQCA
Numbers without * were called inactive; i = inactive; . = not tested or not shown.

SMILES | TMEM16A act | TRPC6 act | MrgX1 allo act | HDAC3 inh | SKKanGAS inh | MrgX1 ag | ANO1 block | RGS4 pot | MrgX1 antag | TRPC6 inh | RGS4 inh
COc1ccc(N2CCN(C(=O)CCC(=O)N3CC(C)Oc4ccc(C)cc43)CC2)cc1 (stereo not drawn) | i | i | i | 3 | -5 | i | i | i | i | i | i
COc1ccc(Nc2ncnc3scc(-c4ccc(OC)cc4)c23)cc1 | i | i | i | 3 | 50* | i | i | i | i | i | i
COC(=O)c1ccc(C(=O)OC)c(NC(=O)CN(c2ccccc2)S(=O)(=O)N(C)C)c1 | i | i | i | -3 | 5 | i | i | i | i | i | i
O=C(c1cccc(Cl)c1)c1nn(-c2ccccc2)c(=O)cc1C(F)(F)F | i | i | i | 8 | -8 | i | i | i | i | i | i
O=C(NCCSc1ccccc1)c1cccnc1 | i | i | i | -2 | 5 | i | i | i | i | i | i
CCOc1cc2[nH]c(=O)n(CCc3ccc(OC)c(OC)c3)c(=O)c2cc1OCC | i | i | i | -6 | 6 | i | i | i | i | i | i
ClCC1CN(Cc2ccccc2Cl)CCO1 (stereo not drawn) | i | i | i | 1 | 3 | i | i | i | i | i | i
O=C(Cn1cc(/C=N/NC(=O)c2cccc(C(F)(F)F)c2)c2ccccc21)Nc1ccc(F)cc1 | i | i | i | -1 | 11 | i | i | i | i | i | i
N#CC(NC(=O)OCc1ccccc1)c1ccccc1 (stereo not drawn) | i | i | i | 3 | 0 | i | i | i | i | i | i
Cc1ccc(NC(=O)CN(C)C(=O)c2ccccc2Sc2ccccc2C#N)cc1 | i | i | i | -5 | -7 | i | i | i | i | i | i
CCOC(=O)c1ccc(NC(=O)CCNS(=O)(=O)c2ccc3c(c2)oc(=O)n3C)cc1 | i | i | i | -2 | 2 | i | i | i | i | i | i
CN1CCN(c2ccc(CNS(=O)(=O)c3ccc(F)cc3Cl)cc2)CC1 | i | i | i | 5 | 3 | i | i | i | i | i | i
CCN(CC)CCNc1nc2cc(OC)c(OC)cc2c2nc(-c3ccccc3)nn12 | i | i | i | -11 | 4 | i | i | i | i | -12* | i
COc1cc(OC)cc(C(=O)NNC(=S)NC2CC2)c1 | i | i | i | -3 | -5 | i | i | i | i | i | i
Cc1ccc(C(C)C)c(OCCN)c1 | i | i | i | -2 | -3 | i | i | i | i | i | i
COc1ccc(CNC(=O)C(C)N=C2NS(=O)(=O)c3ccccc32)cc1OC (stereo not drawn) | i | i | i | 4 | -2 | i | i | i | i | i | i
Cc1ccc(NS(=O)(=O)c2cccc3cccnc23)cc1Cl | i | i | i | 5 | 7 | i | i | i | i | i | i
Cc1ccc(OS(=O)(=O)c2c(C)nn(C)c2Cl)c(C)c1 | i | i | i | 4 | 2 | i | i | -9.9* | i | -6.5* | i
Oc1ccc(/C=N/N2CCN(Cc3ccccc3)CC2)cc1 | i | i | i | 0 | 2 | i | i | i | i | i | i
CC(=O)c1ccc(N2CCN(C(=O)c3cc(-c4ccncc4)nc4ccc(Br)cc34)CC2)cc1 | i | i | i | -4 | -2 | i | i | -9.3* | i | i | i
Cc1ccc(C)c(NC(=O)COC(=O)CCCN=C2NS(=O)(=O)c3ccccc32)c1 | i | i | i | 1 | 1 | i | i | i | i | i | i
NC1=NC[C@H](Cc2ccc(O)cc2)N1CC1CCCCC1 | i | i | i | -8 | 6 | i | i | i | i | i | i
COc1ccc(-c2nc(CSCC(=O)N3CCc4ccccc43)c(C)o2)cc1OC | i | i | i | 4 | -5 | i | i | i | i | i | i
Brc1ccc2c(c1)C(c1ccc(N3CCOCC3)cc1)=NNC(c1cccs1)=N2 | i | i | i | -2 | 22 | i | i | i | i | i | i
COc1ccc(CCNC(=O)CCn2c(SCC(=O)N3CCCC3)nc3ccccc3c2=O)cc1OC | i | i | i | -4 | 1 | i | i | i | i | i | i
CCOC(=O)c1c(NC(=O)CCNCc2ccco2)sc2c1CCC2 | . | i | i | -3 | -5 | i | i | i | i | i | i
COCC1CCCN(Cc2cn(-c3ccccc3F)nc2-c2cc(C)sc2C)C1 (stereo not drawn) | i | i | i | -11 | -10 | i | i | i | i | i | i
COc1ccc(OC)c(-c2nn(-c3ccccc3)cc2C(=O)NCC2CCCO2)c1 (stereo not drawn) | i | i | i | -4 | -3 | i | i | i | i | i | i
N#CC(C#N)=C1C(=O)N(CCN2CCCCC2)c2ccccc21 | i | i | i | 3 | 2 | i | i | i | i | i | i
O=C(CSc1ncnc2c(-c3ccc(Cl)cc3)nsc12)c1ccccc1 | i | i | i | -1 | -1 | i | i | i | i | i | i
Cc1cc(C(=O)OCC(=O)Nc2cc(S(=O)(=O)N3CCOCC3)ccc2Cl)c(C)o1 | i | i | i | 4 | -5 | i | i | i | i | i | i
COC(=O)C1=C(C)N(Cc2cccnc2)C(=O)C1 | i | i | i | -4 | 2 | i | i | i | i | i | i
Cc1nc(N)c(C#N)c(-c2ccc3c(c2)OCO3)c1C | i | i | i | 1 | -2 | i | i | i | i | i | i
COc1cccc(CNC(=O)C(Cc2ccccc2)n2cccc2)c1 (stereo not drawn) | i | i | i | -5 | 7 | i | i | i | i | i | i
COc1ccc(N=C2C(=O)Nc3ccc(C)c(Br)c32)cc1 | i | i | i | 6 | -17 | i | i | i | i | i | i
COc1cccc(NC(=O)CN(C)C(=O)c2oc3c(ccc4ccccc43)c2C)c1 | i | i | i | . | 36 | i | i | i | i | i | i
CCC(C)N=C1Sc2nc3ccc(C)cc3cc2CN1CCOC (stereo not drawn) | i | i | i | -6 | 17 | i | i | i | i | i | i
O=C(Nc1cccc2ccccc12)NC(Cc1ccccc1)C(=O)O (stereo not drawn) | . | i | i | -11 | 5 | i | i | i | i | i | i
CCS(=O)(=O)N1CCC(c2nc(-c3ccc(C)cc3)no2)CC1 | i | i | i | 2 | -7 | i | i | i | i | i | i
O=C(CN1CCOCC1)Nc1ccc(N2CCN(c3ccccc3)CC2)c(F)c1 | i | i | i | 3 | 2 | i | i | i | i | i | i
CC1(C)Cc2ccccc2C(=NC(Cc2ccccc2)C(=O)O)N1 (stereo not drawn) | i | i | i | 0 | -1 | i | i | i | i | i | i
O=S(=O)(c1ccc2[nH]c3c(c2c1)CCCC3)N1CCCCC1 | i | i | i | 0 | 2 | i | i | i | i | i | i
CCn1c(=O)c2sccc2n(Cc2ccccc2)c1=O | i | i | i | 1 | 2 | i | i | i | i | i | i
CNC(=O)N(O)C1N(NC(=O)Nc2cccc3ccccc23)C(=S)SC1(C)C (stereo not drawn) | i | i | i | -4 | 0 | i | i | i | i | i | i
CCc1nnc(NC(=O)Nc2ccccc2OC)s1 | i | i | i | 2 | -10 | i | i | i | i | i | i
Clc1ccc(CNCc2cccs2)c(Cl)c1 | i | i | i | 8 | 0 | i | i | i | i | i | i
CN1C(=O)N(c2ccc(Cl)cc2)C(C)(O)CC1(C)C (stereo not drawn) | i | i | i | -2 | 3 | i | i | i | i | i | i
Cc1cc(OCc2nn[nH]n2)c2c(C)c(Cc3ccccc3)c(=O)oc2c1 | i | i | i | -32 | 4 | i | i | i | i | i | i
O=C(Nc1ccccc1OC(F)F)c1ccc(S(=O)(=O)N2CCOCC2)cc1 | i | i | i | -3 | 19 | i | i | i | i | i | i
CC(C)CCOP(=O)(c1ccccc1)c1ccccc1 | i | i | i | 2 | -1 | i | i | i | i | i | i
CC(=O)CCc1c(C)nc2ccc(C)cc2c1Cl | i | i | i | -2 | 15 | i | i | i | i | i | i
O=C(OCCCN1CCCCC1)c1ccc(O)cc1 | i | i | i | 0 | -4 | i | i | i | i | i | i
Cc1cc(C)c(C)c(OCCCCn2cnc3ccccc3c2=O)c1 | i | i | i | 6 | -5 | i | i | i | i | i | i
O=C(CN(C(=O)c1csnn1)c1ccccc1Cl)NC1CCCCC1 | i | i | . | . | 1 | . | . | i | . | i | i
Cc1coc2cc3oc(=O)c(Cc4ccccc4)c(C)c3cc12 | i | i | i | -1 | -10 | i | i | i | i | i | i
CSc1ccc(/C=C/c2ccc3cccc(O)c3n2)cc1 | i | i | i | 1 | 100* | i | i | i | i | i | i
Cc1c(C(=O)N/N=C/c2ccccc2)[nH]c2ccc(Cl)cc12 | i | i | i | -5 | 10 | i | i | i | i | i | i
Nc1ncn(C23CC4CC(CC(C4)C2)C3)n1 | i | i | i | -2 | 2 | i | i | i | i | i | i
COc1ccc(C)cc1S(=O)(=O)N1CCN(S(=O)(=O)c2cc(C)ccc2OC)C(C)C1 (stereo not drawn) | i | i | i | 0 | -5 | i | i | i | i | i | i
O=C(CSc1cccc[n+]1[O-])N1CCCc2ccccc21 | i | i | i | -6 | -3 | i | i | i | i | i | i
Remaining list, next part.
SMILES | TMEM16A act | TRPC6 act | MrgX1 allo act | HDAC3 inh | SKKanGAS inh | MrgX1 ag | ANO1 block | RGS4 pot | MrgX1 antag | TRPC6 inh | RGS4 inh
CN(C)c1ccc(N/C=C/C(=O)C(F)(F)F)cc1 | i | i | i | 11 | 4 | i | i | i | i | i | i
O=C(Nc1ccc2nc(-c3cccs3)c(-c3cccs3)nc2c1)N1CCOCC1 | i | i | i | -6 | -4 | i | i | i | i | i | i
COc1cc(/C=C/C(=O)NCc2cccnc2)cc(OC)c1OC | i | i | i | 6 | -5 | i | i | i | i | i | i
CC1CCc2c(sc(NC(=O)COC(=O)c3ccccc3NCc3ccco3)c2C#N)C1 (stereo not drawn) | i | i | i | -29 | -1 | i | i | i | i | i | i
COc1ccc(CCNC(=O)CCC(=O)N2CC(C)Oc3ccccc32)cc1OC (stereo not drawn) | i | i | i | -2 | -3 | i | i | i | i | i | i
O=C(O)c1ccc(CSc2ncnc3c2cnn3Cc2ccccc2)cc1 | i | i | i | . | 11 | i | i | i | i | i | i
O=C(OCC(=O)c1ccc(Cl)cc1Cl)c1cnccn1 | i | i | i | 5 | -5 | i | i | i | i | i | i
